IDE act: boosts human insulin-degrading enzyme activity in HEK cells | P14735 | FAbeta-B cleavage, fluorescence polarization; 0% vehicle, 100% cell-free pure enzyme wells | activation, % at 5.96 µM | hit rate 0.073% among 340,000 | AID 493087;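 active = activation above the mean of all tested compounds plus 3 SD, set per screening campaign, cut at about 17% in these data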
pCIP destab: lowers stability of the mouse p/CIP coactivator protein. F442A p/CIP-EGFP cells, EGFP fluorescence, 16 h. AID 1984. hit rate 0.01% among 290,000. decrease of EGFP signal, % at 10 µM;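 active = EGFP signal decrease of at least 30% at 10 µM or well 3 SD below plate mean, unless failing retest; inactive = the rest, including hits failing retest or dose response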; note: some compounds called inactive have numbers as strong as hits; many of its hits are not listed in these tables
DNA FID counter: fluorescent intercalator displacement, NS3 helicase counter-screen | DNA fluorescent intercalator displacement, fluorescence | inhibition, % at 7.9 µM | hit rate 0.17% among 290,000 | AID 1845; in the data active = inhibition above about 37%;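 note: 0% = vehicle and 100% = reference compound; higher means more ethidium bromide displaced from hairpin DNA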
IMP-1 inhibitor: blocks Pseudomonas aeruginosa IMP-1 metallo-beta-lactamase; purified IMP-1, nitrocefin hydrolysis, epi-absorbance fluorescence; hit rate 0.45% among 290,000; inhibition, % at 5.6 µM;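 active = inhibition above the mean plus 3 SD of all compounds in the same screening run, cut at about 4.5% in these data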;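 note: 0% = IMP-1 with DMSO and 100% = DMSO wells lacking enzyme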
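Assay system: purified IMP-1; Quantity: IMP-1 0.2 nM before substrate addition; Medium: HEPES buffer pH 7.1 with ZnSO4 and Brij 35; Incubation: 15 min enzyme–compound preincubation, then 25 min nitrocefin reaction, 25 °C; Signal: fluorescence quenching readout, ex 480/em 530 nm; Controls: DMSO with and without IMP-1; Repeats: singlicate testing.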
MEKK3 PB1 HTS: modulators (inhibitors or enhancers) of MEK5 binding to human MEKK3 PB1 domain; Q99759; binding response (% of control), % at 10 µM; hit rate 1.4% among 290,000; bead-based flow cytometry, Alexa488-MEK5 binding to MEKK3; actives lie on both sides; 0 = blocked by unlabeled MEK5, 100 = vehicle;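 active = binding response more than 3 SD above or below the average of its plate-row segment, actives on both sides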;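 note: Alexa488 bead fluorescence after subtracting the streptavidin-only scavenger bead signal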
Target sequence (Q99759 whole entry, looked up, the tested form may be a part): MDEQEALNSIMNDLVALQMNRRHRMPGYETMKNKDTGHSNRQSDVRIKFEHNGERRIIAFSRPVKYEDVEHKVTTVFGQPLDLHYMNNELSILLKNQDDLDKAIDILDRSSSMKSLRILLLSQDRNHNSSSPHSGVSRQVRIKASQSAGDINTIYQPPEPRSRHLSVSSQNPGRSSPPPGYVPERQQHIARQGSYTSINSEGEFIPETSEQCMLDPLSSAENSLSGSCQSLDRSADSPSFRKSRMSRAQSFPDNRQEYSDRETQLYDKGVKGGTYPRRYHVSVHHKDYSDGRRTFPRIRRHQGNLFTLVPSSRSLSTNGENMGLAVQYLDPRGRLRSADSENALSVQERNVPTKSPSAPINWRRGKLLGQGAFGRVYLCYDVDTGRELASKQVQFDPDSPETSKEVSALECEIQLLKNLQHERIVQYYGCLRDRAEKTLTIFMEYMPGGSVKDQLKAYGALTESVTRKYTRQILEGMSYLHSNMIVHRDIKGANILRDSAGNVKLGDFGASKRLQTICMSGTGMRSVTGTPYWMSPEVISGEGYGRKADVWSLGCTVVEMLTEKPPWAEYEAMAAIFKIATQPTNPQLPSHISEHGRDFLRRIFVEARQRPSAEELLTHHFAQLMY
PHOSPHO1 inh: PHOSPHO1 (human) inhibition; Q8TCT1; recombinant PHOSPHO1, absorbance phosphatase assay; inhibition, % at 13.3 µM; hit rate 1.1% among 290,000; in the data active = inhibition above about 60%
Target sequence (Q8TCT1 whole entry, looked up): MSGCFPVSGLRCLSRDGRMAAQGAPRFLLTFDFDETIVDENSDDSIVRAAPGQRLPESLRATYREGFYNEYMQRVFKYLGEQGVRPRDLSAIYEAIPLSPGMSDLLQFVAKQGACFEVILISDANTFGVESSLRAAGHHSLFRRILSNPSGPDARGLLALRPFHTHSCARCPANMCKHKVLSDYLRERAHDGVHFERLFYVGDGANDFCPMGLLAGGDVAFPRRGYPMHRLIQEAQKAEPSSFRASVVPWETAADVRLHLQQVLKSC
VIM-2 inh: blocks Pseudomonas aeruginosa VIM-2 metallo-beta-lactamase; hit rate 0.89% among 290,000; purified VIM-2, nitrocefin hydrolysis, epi-absorbance fluorescence; inhibition, % at 5.6 µM;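 active = inhibition above the mean of all tested compounds plus 3 SD, cutoff set per screening run, cut at about 7.5% in these data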;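 note: red hydrolysis product quenches plate fluorescence so inhibitors raise well fluorescence; 0% = enzyme with DMSO and 100% = DMSO without enzyme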
NS3 helicase inh: inhibitors of Hepatitis C virus NS3 helicase. NS3 helicase DNA unwinding, Cy5 molecular beacon fluorescence. inhibition, % at 10.9 µM. hit rate 0.56% among 290,000. AID 1800;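 active = inhibition above the mean of all tested compounds plus 3 SD, set per campaign, cut at about 35% in these data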;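 note: 0% = DMSO wells and 100% = thioflavine S control wells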
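Test system: hepatitis C virus NS3 helicase domain fragment enzyme. Also added: annealed dual-labelled DNA beacon duplex, ATP-started. Timing: 60 min unwinding reaction at 25 °C after ATP addition. Technique: Cy5 fluorescence. Measure: % inhibition of unwinding.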
UBC9 SUMO inh: SUMOylation inhibition; HTRF SUMOylation assay, SAE1/SAE2 + UBC9, in vitro; inhibition, % at 35 µM; hit rate 0.36% among 290,000; AID 2006; in the data active = inhibition above about 50%, passing the limit was not always enough; note: strong numbers were not always called active
Target sequence (P63279 whole entry, looked up): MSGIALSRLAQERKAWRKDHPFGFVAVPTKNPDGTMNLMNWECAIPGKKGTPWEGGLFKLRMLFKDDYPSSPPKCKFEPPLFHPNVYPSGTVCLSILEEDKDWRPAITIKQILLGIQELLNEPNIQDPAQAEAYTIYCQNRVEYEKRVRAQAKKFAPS
* = called active by the depositor; nt = no result given. Some of the compounds tested, so the mix of outcomes need not match the whole.

1: CCOc1cc(C=O)c(Br)cc1OC1CCCC1
2: CCCCC(=O)Nc1c2c(nn1-c1ccc([N+](=O)[O-])cc1)CS(=O)(=O)C2
3: COc1cc(C(=O)NC(=S)N(CCc2ccccc2)CCc2ccccc2)cc(OC)c1OC
4: CN1N=C2c3ccccc3CCC2C1c1ccc(C(F)(F)F)cc1 (stereo unspecified)
5: CC(=O)c1c(C)[nH]c(C2=NNC(=NC(C)(C)C)SC2)c1C
6: Cc1cccc(NC(=O)CSc2nnc(Cc3ccccc3)o2)c1
7: Cc1occc1C(=O)N/N=C/C(Br)=C/c1ccccc1
8: O=C(NNC(=O)c1ccc(F)cc1F)c1ccc(-n2cnnn2)cc1

assay / compound,1,2,3,4,5,6,7,8
DNA FID counter,-4,0,-28,-2,-15,-14,-7,-5
NS3 helicase inh,4,13,-8,-10,-4,-7,-5,0
pCIP destab,-12,0,-6,-10,-43,-9,-12,-15
UBC9 SUMO inh,11,1,-47,8,-9,11,-2,7
VIM-2 inh,-1.6,-0.6,0.6,-4.3,-1.6,-1.2,-4.7,-3.9
IDE act,1,6,-5,nt,-2,3,-2,1
IMP-1 inhibitor,-2.2,-1.0,-0.4,-4.0,-1.8,-1.1,-4.3,-5.1
MEKK3 PB1 HTS,103,105,86,113,95,94,106,104
PHOSPHO1 inh,28,-6,-13,-20,-56,32,1,27

9: CCN1CCCC1CNCc1ccccc1OCc1ccc(F)cc1 (stereo unspecified)
10: Cc1cc(OCC(=O)C(C)(C)C)c2c(C)c(C)c(=O)oc2c1
11: COCCNC(=O)C1(C)C=CC2(CCCCC2)N1C(=O)c1ccccc1 (stereo unspecified)
12: Cc1cccc(C2c3[nH]c4ccccc4c3CCN2C(=O)c2cc(CC(C)C)[nH]c(=O)n2)n1 (stereo unspecified)
13: Cn1c(=O)c2c(nc(SCC(=O)NC3CCCC3)n2C)n(C)c1=O
14: O=C(O)CC(NNC(=O)c1ccccc1)C(=O)Nc1ccc([N+](=O)[O-])cc1 (stereo unspecified)
15: CCOc1ccc(-c2[nH]ncc2Oc2ccccc2OC)c(O)c1
16: COc1cc(C(=O)NNC(=O)C2CCCC2)cc(OC)c1OC

assay / compound,9,10,11,12,13,14,15,16
DNA FID counter,18,0,-15,-36,-7,0,-8,-8
NS3 helicase inh,-3,-6,4,5,2,9,-15,2
pCIP destab,0,-4,5,2,-1,-9,0,-12
UBC9 SUMO inh,16,34,2,-4,8,11,-9,2
VIM-2 inh,-2.3,2.1,-2.1,24*,1.6,-1.2,-5.5,-0.8
IDE act,1,4,-6,2,2,-3,-1,-1
IMP-1 inhibitor,2.1,-2.7,-3.8,-1.8,-1.3,-1.6,-3.1,-2.2
MEKK3 PB1 HTS,104,93,107,106,101,97,94,91
PHOSPHO1 inh,7,-18,8,20,26,18,-7,43

Entries of single compounds, quoted from the list. Values in the order: DNA FID counter, NS3 helicase inh, pCIP destab, UBC9 SUMO inh, VIM-2 inh, IDE act, IMP-1 inhibitor, MEKK3 PB1 HTS, PHOSPHO1 inh
Entry for CCN1CCCC1CNCc1ccccc1OCc1ccc(F)cc1 (stereo unspecified) = 18, -3, 0, 16, -2.3, 1, 2.1, 104, 7
Entry for Cn1c(=O)c2c(nc(SCC(=O)NC3CCCC3)n2C)n(C)c1=O = -7, 2, -1, 8, 1.6, 2, -1.3, 101, 26
Entry for Cc1cccc(C2c3[nH]c4ccccc4c3CCN2C(=O)c2cc(CC(C)C)[nH]c(=O)n2)n1 (stereo unspecified) = -36, 5, 2, -4, 24*, 2, -1.8, 106, 20

Other structures
17: CCOC(=O)C1C(C)=C(Nc2ccc(OC)cc2)C(=O)N1c1ccc(OC)cc1 (stereo unspecified)
18: CC(O)c1nc2ccccc2n1CC(=O)Nc1ccc(F)cc1Cl (stereo unspecified)
19: C/C(CC(=O)Nc1ccc2c(c1)OCCO2)=N\NC(=O)c1ccccc1Cl
20: O=C(NC1CCN(Cc2ccccc2)CC1)c1cccc(S(=O)(=O)Nc2cc(C(F)(F)F)ccc2Cl)c1
21: O=C(NNc1nc2c(F)cccc2s1)c1ccccc1
22: Cc1nn(C(C)C(=O)NCCN2CCCC2)c(=O)c2c1sc1ccccc12 (stereo unspecified)
23: Cc1cc(C)n(-c2nc(N(C)C)nc(N3CCOCC3)n2)n1
24: COc1ccc(S(=O)(=O)Nc2ccc(F)cc2)cc1N(C)S(=O)(=O)c1ccc(Cl)cc1

assay / compound,17,18,19,20,21,22,23,24
DNA FID counter,-7,-4,-11,18,-4,-5,-14,-7
NS3 helicase inh,3,-1,0,-60,3,-8,5,-27
pCIP destab,-13,1,-20,5,-77,1,-8,-11
UBC9 SUMO inh,8,-3,16,-3,5,1,-2,-31
VIM-2 inh,-0.8,-3.4,-1.2,-3.1,-5.9,-1.2,0.2,2.2
IDE act,2,-1,1,3,3,-4,1,-6
IMP-1 inhibitor,-4.5,-2.9,-3.1,0.8,-5.8,-0.3,-1.3,0.3
MEKK3 PB1 HTS,110,100,105,90,107,102,102,101
PHOSPHO1 inh,-4,24,28,5,27,54,-7,-9

VIM-2 inh: entries above that show a hit
No. | structure | NS3 helicase inh | pCIP destab | UBC9 SUMO inh | VIM-2 inh | IDE act | IMP-1 inhibitor | MEKK3 PB1 HTS | PHOSPHO1 inh
12 | Cc1cccc(C2c3[nH]c4ccccc4c3CCN2C(=O)c2cc(CC(C)C)[nH]c(=O)n2)n1 (stereo unspecified) | 5 | 2 | -4 | 24* | 2 | -1.8 | 106 | 20

(listing goes on)
25: O=C(c1ccc(Br)o1)N(c1ccc(Br)cc1)C1C=CS(=O)(=O)C1 (stereo unspecified)
26: S=C(NCc1ccccc1)Nc1ccc2cn[nH]c2c1
27: Cc1cccc(NC(=S)N2CCN(c3ccccc3)CC2)c1
28: CC(=O)N1CCN(C(=O)Nc2cccc(C(F)(F)F)c2)CC1
29: Cn1c(N2CCN(c3ccccn3)CC2)nc2c1c(=O)n(Cc1ccc(Cl)cc1)c(=O)n2C
30: C/C(=N\Nc1ccc(Cl)cc1)c1ccccn1
31: CNC(=O)c1c(NC(=O)c2ccco2)sc2c1CCC2
32: CN(C)S(=O)(=O)c1cccc(NC(=O)c2ccc(Sc3nncn3C)c([N+](=O)[O-])c2)c1

assay / compound,25,26,27,28,29,30,31,32
DNA FID counter,-3,-2,-7,2,-2,-3,-5,5
NS3 helicase inh,-1,0,-12,3,1,-3,17,-16
pCIP destab,-7,3,-16,1,-15,4,-6,-20
UBC9 SUMO inh,20,23,14,-12,-5,4,12,17
VIM-2 inh,-2.0,-1.8,-0.9,-1.6,-0.8,-0.7,5.6,-3.4
IDE act,7,7,nt,4,6,-3,5,3
IMP-1 inhibitor,-4.2,-2.3,-3.7,-1.4,-2.9,-1.6,1.1,-2.8
MEKK3 PB1 HTS,103,105,99,98,116,88,104,108
PHOSPHO1 inh,-3,25,40,-10,-18,94*,27,11

33: N#Cc1cc[n+](CC(=O)c2ccc(NC(=O)c3ccccc3)cc2)cc1
34: CCNc1ccc(C(=O)OCC(=O)NCc2ccc(C)cc2)cc1[N+](=O)[O-]
35: CCN1CCN(CCCNC(=O)C2c3ccccc3C(=O)N(c3ccc(OC)cc3)C2c2ccc(OC)cc2)CC1 (stereo unspecified)
36: Cn1c(SCC(=O)NC2CC2)nnc1C(F)(F)F
37: O=C(Nc1ccccc1F)C1(c2ccccc2)CC1(Cl)Cl (stereo unspecified)
38: COc1ccc(C(=O)C2CCCN(S(=O)(=O)c3cccc(C)c3)C2)c(C)c1 (stereo unspecified)
39: Fc1ccc(/C=C2\CCCC3=C2Nc2ncnn2C3c2ccc(F)cc2)cc1 (stereo unspecified)
40: Cc1nc2sccn2c1-c1nc(-c2cc3ccccc3o2)cs1

assay / compound,33,34,35,36,37,38,39,40
DNA FID counter,5,-2,36,2,-6,-35,-9,3
NS3 helicase inh,-20,0,-25,5,-4,-5,-3,13
pCIP destab,-10,10,-8,-2,-4,-16,-3,4
UBC9 SUMO inh,3,-3,6,4,-1,-20,29,15
VIM-2 inh,-1.2,-1.2,2.9,0.4,-5.8,-3.1,-3.5,0.3
IDE act,-1,0,3,2,-2,-1,3,7
IMP-1 inhibitor,-3.5,-4.3,-3.0,-2.2,-1.2,-3.4,-2.4,-5.8
MEKK3 PB1 HTS,102,103,96,96,89,102,116,nt
PHOSPHO1 inh,-86,16,28,6,-3,32,18,35

41: COc1ccc(C23CC4CC(CC(C(=O)O)(C4)C2)C3)c(F)c1
42: N#Cc1cccc(C#N)c1Oc1ccc(N)cc1
43: COc1ccc(-c2nnc(NC(=O)c3ccccc3C)o2)cc1
44: COc1ccc2c(c1)c1ncn(CC3CCCO3)c(=O)c1n2C (stereo unspecified)
45: Cc1cccc(NC(=O)CN2C(=O)S/C(=C\c3cccn3-c3cccc(C(=O)O)c3)C2=O)c1
46: CSc1ccccc1C(=O)N1CCCCC1
47: Cc1cccc2cc(C#N)c(N3CCN(C)CC3)nc12
48: O=C(c1ccc(CS(=O)c2ccccc2Cl)o1)N1CCOCC1 (stereo unspecified)

assay / compound,41,42,43,44,45,46,47,48
DNA FID counter,-24,-2,nt,-14,-15,-3,9,-5
NS3 helicase inh,26,-10,nt,12,23,-5,-3,0
pCIP destab,-8,-8,-3,-11,1,-4,-20,-2
UBC9 SUMO inh,35,22,-12,23,20,-4,26,0
VIM-2 inh,1.6,0.4,nt,4.6,-3.3,-0.8,0.8,-2.2
IDE act,4,3,1,-5,1,-1,4,7
IMP-1 inhibitor,-0.6,-0.7,nt,-0.6,-1.6,-3.0,-2.5,0.9
MEKK3 PB1 HTS,107,95,105,99,103,102,93,102
PHOSPHO1 inh,20,37,36,28,-3,13,2,26

49: CC(C)[C@H](NC(=O)c1ccco1)C(=O)N(C)Cc1ccc(C(F)(F)F)cc1
50: C/C(=N\NC(=O)c1nnn(-c2nonc2N)c1-c1cccs1)c1cccnc1
51: O=C(NCc1ccco1)C1CCN(c2ccc(N3CCOCC3)nn2)CC1
52: CC1(C)CC(=O)C(C=NCCN2CCN(C(=O)CC3CCCC3)CC2)=C(O)C1
53: CS(=O)(=O)c1ccc(-c2cccc(NC(=O)COc3ccc(Cl)cc3)c2)nn1
54: Cc1ccc(S(=O)(=O)N2CCN(C(=O)N3CCOCC3)CC2)c(C)c1
55: O=C1NC(NS(=O)(=O)c2ccc(Cl)cc2)(C(F)(F)F)C(=O)N1c1ccccc1 (stereo unspecified)
56: Cn1c(=N)n(CC(O)c2cccs2)c2ccccc21 (stereo unspecified)
57: C[C@@H]1CC=C[C@H]2[C@H]1C(=O)N(Cc1ccccc1)[C@H]2c1cccc([N+](=O)[O-])c1
58: CN(CC(=O)NCc1cccs1)S(=O)(=O)c1cccc2cccnc12

assay / compound,49,50,51,52,53,54,55,56,57,58
DNA FID counter,-28,-15,5,-26,-11,-20,-3,6,nt,-7
NS3 helicase inh,-1,-9,5,3,10,-11,-5,10,nt,3
pCIP destab,-18,-13,10,-10,7,-2,1,-4,11,-6
UBC9 SUMO inh,15,20,0,6,-5,0,-16,-5,-10,-1
VIM-2 inh,-0.1,-1.6,-1.2,0.6,-0.1,0.2,-3.9,-5.1,nt,0.3
IDE act,1,1,3,1,1,-5,0,1,5,2
IMP-1 inhibitor,-4.5,-2.5,-2.3,-1.2,-1.1,-1.7,-3.2,-5.3,nt,-3.6
MEKK3 PB1 HTS,99,100,96,108,92,99,103,106,90,98
PHOSPHO1 inh,19,17,-2,-5,3,-7,-7,14,22,0
